Compound activity deposited in PubChem by National Center for Advancing Translational Sciences (NCATS).
IMPase inh = membrane-permeable compound that blocks inositol monophosphatase | 120,000 tested, under 10 active | inhibition (IP1 accumulation), % at 46.1 µM | P97697 | CHO-M1 cells, IP1 accumulation, HTRF TR-FRET ratio | AID 901; active = well fitted curve in the direction sought with a large enough effect in the signal ratio, not every such curve was filed as active; inconclusive = small, poorly fitted or top-dose-only effect, or a change in a side signal; inactive = no such curve, though single readings can be large or run the other way; the % refers to the signal ratio;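 note: cells stimulated with carbachol in lithium chloride buffer; plate controls were DMSO basal wells for no effect and reference inhibitor wells for full effect; higher means more IMPase inhibition seen as more IP1 and lower FRET ratio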
Target sequence (P97697 whole entry, looked up): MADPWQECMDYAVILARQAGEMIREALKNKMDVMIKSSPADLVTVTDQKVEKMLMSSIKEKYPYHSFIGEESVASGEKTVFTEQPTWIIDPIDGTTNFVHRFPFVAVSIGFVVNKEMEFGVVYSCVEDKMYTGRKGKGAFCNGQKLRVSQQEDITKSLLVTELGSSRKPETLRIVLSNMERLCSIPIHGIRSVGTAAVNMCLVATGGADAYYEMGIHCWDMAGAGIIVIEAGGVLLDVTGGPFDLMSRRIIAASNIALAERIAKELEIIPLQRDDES
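CHO-M1, 2000 cells/well, cultured 16–30 h; cpd up to 46 uM; carbachol (50 uM solution, stimulation buffer w/ 50 mM LiCl, pH 7.4), 30 min 37C; IP-One TR-FRET, 10 min RT; Ex 320/Em 665, 620; Hill-fit AC50.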
PNC inhibitor = inhibitors of perinucleolar compartment assembly | activity change (PNC), negative = inhibition, % at 10 µM | PC3M PTB-GFP, PNC prevalence imaging, 16 h; stronger effect = lower value | hit rate 3.1% among 140,000;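 active = readout at or below -70, meaning at least 70% loss of cells showing the perinucleolar compartment, a nuclear body marking cancer cells; inconclusive = readout between -30 and a set limit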;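 note: plate controls were DMSO wells for no effect and camptothecin positive control wells for full effect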
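Read-out is percentage of cells bearing a perinucleolar compartment, from automated 20x imaging of fixed, Hoechst-stained PC3M PTB-GFP cells. Cells were seeded 4 h, then exposed 16 h to compound (23 nl of library stock) in duplicate plates.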
15-hLO-2 inh = 15-hLO-2 (ALOX15B) enzyme inhibition; O15296; purified 15hLO-2, xylenol orange hydroperoxide absorbance; Potency, µM (doses to about 57.1 µM), inactives show at the highest dose activity change, negative = inhibition, most hits filed as inhibitors; hit rate 0.56% among 110,000; note: potency is the fitted concentration of half-maximal effect; nearly all actives have a fitted effect of over 60% in size; many of its hits are not listed in these tables
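Read-out: hydroperoxide product oxidises ferrous iron, measured as xylenol orange complex via the 573-to-405 nm absorbance ratio after 30 min. Reaction: 50 nM enzyme, 15 min compound preincubation, 45 uM arachidonic acid, 90 min RT, Hepes pH 7.5 with Triton X-100.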
ALOX12 inhib = 12-hLO (ALOX12) enzyme inhibition; Potency, µM (doses to about 57.1 µM), for the others: top-dose activity change, negative = inhibition, actives largely listed as inhibitors; hit rate 0.12% among 150,000; purified 12-hLO, xylenol orange hydroperoxide absorbance; P18054; AID 1452; note: potency is the fitted concentration of half-maximal effect; nearly all actives have a fitted effect of over 55% in size; many of its hits are not listed in these tables
Target sequence (P18054 whole entry, looked up): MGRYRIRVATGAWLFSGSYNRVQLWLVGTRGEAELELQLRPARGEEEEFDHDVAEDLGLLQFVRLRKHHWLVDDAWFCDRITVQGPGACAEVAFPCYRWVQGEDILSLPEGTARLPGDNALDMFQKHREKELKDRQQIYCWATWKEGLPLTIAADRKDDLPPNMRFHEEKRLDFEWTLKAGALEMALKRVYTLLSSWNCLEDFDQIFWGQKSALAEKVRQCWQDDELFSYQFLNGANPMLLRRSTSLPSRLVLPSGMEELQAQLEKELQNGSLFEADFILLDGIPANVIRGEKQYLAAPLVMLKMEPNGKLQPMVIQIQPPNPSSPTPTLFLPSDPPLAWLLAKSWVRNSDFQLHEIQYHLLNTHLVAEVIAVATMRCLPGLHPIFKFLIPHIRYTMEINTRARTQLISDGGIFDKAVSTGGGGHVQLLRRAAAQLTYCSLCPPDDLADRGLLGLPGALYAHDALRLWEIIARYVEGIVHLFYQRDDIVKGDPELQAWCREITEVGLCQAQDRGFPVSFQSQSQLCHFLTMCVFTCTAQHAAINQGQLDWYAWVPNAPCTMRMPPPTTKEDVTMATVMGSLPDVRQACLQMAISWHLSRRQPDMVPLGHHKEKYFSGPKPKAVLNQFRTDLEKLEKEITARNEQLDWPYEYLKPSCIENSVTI
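Xylenol orange chromogenic assay: hydroperoxide from 12hLO oxidises Fe(II), giving red-shifted Fe(III)-XO absorbance. Conditions: 150 nM enzyme, 40 uM arachidonic acid, 25 mM Hepes pH 7.0, 0.01% Triton X-100, 30 min, room temperature.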
* hit, by the source's call; ? = inconclusive; · = no result given; & = joins results of further samples; [ ] = another dose, or the depositor's remark. Unless noted, calls come from the whole dose curve; as a rule, active = well fitted curve in the direction sought with a large enough effect; inconclusive = small, poorly fitted or top-dose-only effect, or another doubt; inactive = no such curve, though single readings can be large; an effect the other way counts as inactive or inconclusive. Unless noted, % is set by controls: 0 for no effect and ±100 for the full control effect. An excerpt; the hit share may differ from the screen's.

Sample of the layout:
SMILES | IMPase inh | PNC inhibitor | 15-hLO-2 inh | ALOX12 inhib
COc1ccc(OCCOc2ccccc2[N+](=O)[O-])cc1 | · | 13 | · | -2%
CC(=O)OC(C)C[N+](C)(C)C (stereo not given) | · | 2 | 2% | -1%&-4%
CN(CCNC(=O)CN1CCN(Cc2ccccc2Cl)C1=O)Cc1ccccc1 | 8 | ? | 30%[activator] | 5%
O=C(Cn1nnc(-c2ccc3c(c2)OCO3)n1)N1CCOCC1 | 13 | -21 | 6% | -7%
O=P(c1ccccc1)(c1ccccc1)C(c1ccco1)N1CCOCC1 (stereo not given) | 10 | -22 | 3% | -3%
COc1ccccc1N1CCN(S(=O)(=O)c2ccccc2F)CC1 | ? | ? | -5% | -2%
Cc1cccc(-c2noc(CN(C(=O)C(c3ccccc3)c3ccccc3)C(C)C)n2)c1 | 12 | ? | 4% | -4%
Fc1cc(F)cc(-c2oncc2-c2nnnn2-c2ccccc2)c1 | 13 | -11 | · | 19%
CCOC(=O)Nc1cc2c(C)cc(=O)oc2cc1C | 5 | 22 | 0% | 1%
CCOC(=O)C1=C(C)Nc2ccccc2N=C1NC(=O)CCCN1C(=O)c2ccccc2C1=O | 2 | -24 | -6% | -1%
O=C(CN(c1cccc(C(F)(F)F)c1)S(=O)(=O)c1ccc(Cl)c([N+](=O)[O-])c1)NCc1ccccc1Cl | · | -19 | · | 1%
O=C(CCc1ccccc1)Nc1ccc(F)cc1F | 0 | -26 | -6% | 5%
Cn1nc(C(=O)Nc2nc3ccc(S(C)(=O)=O)cc3s2)ccc1=O | -2 | ? | -3% | 3%
CCOC(=O)C1=C(C)NC(C)=C(C(=O)OCC)C1C1=COCCO1 | ? | 12 | 3% | 5%
Cc1ccc(Cn2c(Sc3nnc(C)s3)nc3c2c(=O)[nH]c(=O)n3C)cc1 | 7 | 3 | 5% | -2%

All compounds of this part, from the first entry:
SMILES | IMPase inh | PNC inhibitor | 15-hLO-2 inh | ALOX12 inhib
COc1ccc(OCCOc2ccccc2[N+](=O)[O-])cc1 | · | 13 | · | -2%
CC(=O)OC(C)C[N+](C)(C)C (stereo not given) | · | 2 | 2% | -1%&-4%
CN(CCNC(=O)CN1CCN(Cc2ccccc2Cl)C1=O)Cc1ccccc1 | 8 | ? | 30%[activator] | 5%
O=C(Cn1nnc(-c2ccc3c(c2)OCO3)n1)N1CCOCC1 | 13 | -21 | 6% | -7%
O=P(c1ccccc1)(c1ccccc1)C(c1ccco1)N1CCOCC1 (stereo not given) | 10 | -22 | 3% | -3%
COc1ccccc1N1CCN(S(=O)(=O)c2ccccc2F)CC1 | ? | ? | -5% | -2%
Cc1cccc(-c2noc(CN(C(=O)C(c3ccccc3)c3ccccc3)C(C)C)n2)c1 | 12 | ? | 4% | -4%
Fc1cc(F)cc(-c2oncc2-c2nnnn2-c2ccccc2)c1 | 13 | -11 | · | 19%
CCOC(=O)Nc1cc2c(C)cc(=O)oc2cc1C | 5 | 22 | 0% | 1%
CCOC(=O)C1=C(C)Nc2ccccc2N=C1NC(=O)CCCN1C(=O)c2ccccc2C1=O | 2 | -24 | -6% | -1%
O=C(CN(c1cccc(C(F)(F)F)c1)S(=O)(=O)c1ccc(Cl)c([N+](=O)[O-])c1)NCc1ccccc1Cl | · | -19 | · | 1%
O=C(CCc1ccccc1)Nc1ccc(F)cc1F | 0 | -26 | -6% | 5%
Cn1nc(C(=O)Nc2nc3ccc(S(C)(=O)=O)cc3s2)ccc1=O | -2 | ? | -3% | 3%
CCOC(=O)C1=C(C)NC(C)=C(C(=O)OCC)C1C1=COCCO1 | ? | 12 | 3% | 5%
Cc1ccc(Cn2c(Sc3nnc(C)s3)nc3c2c(=O)[nH]c(=O)n3C)cc1 | 7 | 3 | 5% | -2%
Cc1ccc(/C=N/NC(=O)CCSc2ccccc2)cc1 | · | 7 | · | -11%
O=c1cc2n(c(=O)[nH]1)CCC1=C2CCCC1 | -1 | 8 | -12% | -2%
O=c1c2ccccc2nc(COc2ccccc2)n1/N=C/c1cc([N+](=O)[O-])ccc1O | 5 | 76 | · | -9%
COc1cc2oc(-c3ccccc3)cc(=O)c2cc1O | 1 | · | -7% | -2%
CC(C)(C)C(=O)Nc1nc(-c2ccc3c(c2)OCO3)cs1 | 5 | 2 | 11% | -6%
CC1(C)Cc2c(sc3nnn(Cc4ccc(Cl)cc4)c(=O)c23)CO1 | · | 27 | · | 2%
Cc1cc(NC(=O)/C=C/c2ccccc2)no1 | -8 | -24 | -1% | 3%
Cc1noc(C)c1COC(=O)CCOc1ccccc1 | -6 | ? | -2% | -17%
Cc1ccc(-n2[nH]c(=O)c3cccnc32)cc1 | 11 | 36 | -17% | 4%
COC(=O)c1cn(CC(=O)N2CCCCCC2)c2ccccc12 | -14 | 16 | 0% | 1%
Cc1ccc(N2C(=O)c3ccccc3C2Nc2ccccc2F)nc1 (stereo not given) | 3 | -3 | 3% | -14%
Cc1nnc(SCC(=O)Nc2nc3c(s2)CC(C)CC3)s1 (stereo not given) | -1 | 27 | -4% | -4%
O=S(=O)(Nc1cc(Sc2cccc3cccnc23)c(O)c2ccccc12)c1ccccc1 | · | -103* | · | -5%
COc1ccc(-n2c(SCC(=O)Nc3sc4c(c3C#N)CCCC4)nnc2-c2ccc(O)cc2)cc1 | 13 | ? | ? | -2%
O=C(COC(=O)c1cnccn1)Nc1ccc(Cl)cc1 | 0 | 6 | · | 1%
CC1(C)S[C@@H]2[C@H](NC(=O)Cc3ccccc3)C(=O)N2[C@@H]1C(=O)O | · | · | -6%[11.4 µM] | 6%[11.4 µM]
Cc1ccc(C2C3=C(CC(C)(C)CC3=O)N(CCN3CCOCC3)C3=C2C(=O)CC(C)(C)C3)cc1 | -2 | ? | -10% | -3%
COc1ccc(N2C(=O)CC(SC(C)C)C2=O)cc1 (stereo not given) | · | 37 | · | -2%
Cc1ccc(CSCC(Nc2ccc(C(=O)O)cc2[N+](=O)[O-])C(=O)O)cc1 (stereo not given) | -11 | -5 | -14% | -10%
O=C1C(O)CC2c3ccccc3CC3(CCCC3)N12 (stereo not given) | -4 | ? | 2% | 3%
COc1ccc(OC)c(NC(=O)c2ccc(-n3cccn3)nc2)c1 | 3 | 6 | · | 4%
CCNC(=O)COc1ccc(CC)cc1 | · | -7 | · | -1%
CC1CCCCC1NC(=O)c1nn(C)c(=O)c2ccccc12 (stereo not given) | -2 | 391 | · | 5%
N#Cc1c(-c2ccccc2)c(-c2ccccc2)nn(CC(=O)NNC(=O)Nc2ccccc2)c1=O | 8 | -14 | ? | -2%
COCCNC(=O)COc1ncnc2ccc(Br)cc12 | 4 | ? | -4% | -6%
COc1cccc(OCCNC(=O)CSc2ccc(C(F)(F)F)cc2[N+](=O)[O-])c1 | · | -9 | · | 0%
CCN(CC)S(=O)(=O)c1ccc(OC)c(NC(=O)C(Cc2ccccc2)N2C(=O)c3ccccc3C2=O)c1 (stereo not given) | 1 | ? | · | -1%
COc1cccc(C(=O)Nc2nnc(-c3cccs3)o2)c1 | -1 | 9 | -7% | -21%
CC(C)(C)CNC(CO)C12CC3CC(CC(C3)C1)C2 (stereo not given) | 11 | -5 | 17% | -3%
CC1CCN(CC(=O)NC(=O)NCc2ccccc2)CC1 | · | ? | · | 1%
CCOC(=O)C1CCN(C(=O)c2cc3c(-c4ccc(OC)c(OC)c4)nn(C)c3s2)CC1 | -2 | -20 | -8% | -9%
CN(C)CCCN(C(=O)c1ccc2c(c1)CCCC2)c1nc2c(F)cccc2s1 | 3 | -8 | · | -1%
O=C1CCCC(=O)N1c1ccc(Oc2ccc(Cl)cc2)cc1 | · | ? | · | 1%
Cc1[nH]n2c(=O)cc(C(C)C)nc2c1-c1ccccc1 | 7 | -26 | -10% | -1%
NC1=NC(=O)/C(=C/c2ccccc2OS(=O)(=O)c2ccc3ccccc3c2)S1 | 2 | -20 | · | 1%
N[C@H](C(=O)O)[C@@H]1[C@@H](C(=O)O)C1(F)F | -4 | · | 20% | -1%
CC(=O)NC1(C(F)(F)F)C(=O)Nc2c1c(=O)n(C)c(=O)n2C (stereo not given) | ? | -27 | 11% | 0%
CCC(=O)Nc1c2c(nn1-c1ccc(F)cc1)CS(=O)C2 (stereo not given) | 5 | -7 | -1% | -2%
Cc1ccccc1OCCCN1CCCC1 | 5 | -23 | -7% | 0%
CCNC(=O)CSc1nc2ccccc2c(=O)n1OC | -2 | -15 | 0% | -2%
Cc1cc(=O)[nH]c2c(C)c(N)ccc12 | 1 | 25 | 4% | -4%
CCOC(=O)N1CCN(C(=O)c2ccc3c(=O)n(Cc4ccccc4OC)c(=S)[nH]c3c2)CC1 | 9 | -20 | -17% | -11%
COc1ccc(-c2nc(-c3ccc(Br)o3)no2)cc1OC | -8 | -12 | ? | 4%
O=C(COc1ccc(Cl)cc1)N1CCCC1 | -4 | 94 | · | 1%
O=S(=O)(Nc1nc2ccccc2nc1Nc1ccc(N2CCOCC2)cc1)c1cc(Cl)ccc1Cl | · | -13 | · | 5%
Further compounds
SMILES | IMPase inh | PNC inhibitor | 15-hLO-2 inh | ALOX12 inhib
CSc1nc(NC(C)C)nc(N2CCOCC2)n1 | -10 | ? | 0% | -1%
COc1cc(C(=O)Nc2nc3ccccc3[nH]2)cc(OC)c1OC | 4 | -20 | · | 3%
O=S(=O)(c1ccccc1)N1CCC2(CCN(c3ncccn3)CC2)CC1 | · | · | 8% | -4%
O=C(C1CCN(S(=O)(=O)c2cccs2)CC1)N1CCc2ccccc2C1 | -4 | ? | -6% | -2%
O=S(=O)(Nc1nc2ccccc2nc1NCC1CCCO1)c1cccs1 (stereo not given) | 13 | 9 | -8% | -3%
Nc1nc(NC(=O)/C=C/c2ccccc2)nn1-c1ccccc1 | · | ? | · | 11%
COC(=O)c1[nH]c2cccc(OC)c2c1NC(=O)CCN1CC(C)CC(C)C1 (stereo not given) | -2 | ? | 8% | -2%
COc1ccccc1N1CCN(C(=O)c2cccc(N3C(=O)NC4CC3(C)Oc3ccccc34)c2)CC1 (stereo not given) | -1 | -5 | -10% | -2%
CN(C)C(=O)c1ccc2c(c1)n(C)c(=O)n2C | 2 | 260 | · | 2%
COc1ccc(-c2cnnc(N/N=C/c3ccc(O)c(OC)c3)n2)cc1 | 14 | 51 | · | -6%
COc1ccccc1/C=C/C1=NC(=C\N(C)C)/C(=O)O1 | 6 | 0 | -18% | -9%
Cc1cccc(C2=NN(c3ccccc3)[C@H](CO)[C@H]2C)c1 | · | · | ? | -5%[0.00818 µM]
CC(C(=O)Nc1cccc(Br)c1)c1ccc([N+](=O)[O-])cc1 (stereo not given) | · | 45 | · | -2%
CCOC(=O)CNC(=O)CSc1ncnc2c1cnn2-c1ccc(OC)cc1 | -18 | 8 | -9% | -8%
Cc1oc(-c2ccc(Cl)cc2)cc1-c1nn2c(-c3ccco3)nnc2s1 | 0 | -29 | -5% | ?
O=C(Cn1nnc2ccccc2c1=O)N1CCCc2ccccc21 | -4 | ? | -5% | -6%
